# ASAP1 inh – ASAP1 ArfGAP inhibition; inhibition, % at 16.5 µM; ASAP1-stimulated ARF1 GTP hydrolysis, GDP FP detection; 360,000 tested, 0.19% active; Q9ULH1; in the data active means inhibition above about 25%;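 further: 0% = vehicle with enzyme and substrate and 100% = no enzyme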
# Tn6 DDE FP – inhibitors of Tn6 peptide binding to human fibrin DD(E); P02675; 370,000 tested, 0.21% active; inhibition, % at 8.3 µM; Fibrin DD(E) TRITC-Tn6 fluorescence polarization displacement;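 active means inhibition above a per-campaign cutoff: mean of compounds within control limits plus 3 SD, cut at about 15% in these data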;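 further: 0% = median of all compound wells on the plate and 100% = blocking peptide control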
# UHRF1 MBD2 ctr – blocks human UHRF1 binding to methylated DNA; UHRF1 binding to methylated oligo, TR-FRET; 370,000 tested, 0.75% active; inhibition, % at 4.4 µM; Q96T88; AID 687016; in the data active means inhibition above about 21%;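 further: UHRF1 SRA domain binding a hemimethylated CpG hairpin DNA probe; 0% = median of test compound wells and 100% = reference inhibitor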
# ADAM17 inh – inhibits human ADAM17 | P78536 | recombinant ADAM17, EDANS/DABCYL FRET peptide cleavage | inhibition, % at 6.95 µM | 370,000 tested, 0.83% active | AID 720648;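 active means inhibition above the mean of compounds lying between control limits plus 3 SD, set per campaign, cut at about 8.5% in these data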;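 further: 0% = DMSO-only wells as the low control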
# Tn7 DDE FP – inhibitors of Tn7 peptide binding to human fibrin DD(E) | P02675 | FP displacement of FITC-Tn7 peptide from fibrin DD(E); 0% = median of compound wells per plate | inhibition, % at 8.3 µM | 370,000 tested, 0.13% active;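 active means inhibition above the mean of compounds falling within the control limits plus 3 SD of them, cut at about 14% in these data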;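 further: 0% = plate median of compound wells and 100% = 10 µM Aha-Tn7 peptide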
#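 Also added: labelled Tn7 tracer, 0.1 µM; Assay system: human fibrin DD(E) protein; Amount: 2 µM fibrin DD(E); Schedule: 10 min compound pre-incubation, 3 h probe incubation at room temperature; Repeats: one replicate per compound; Read-out basis: percent inhibition; Measured by: fluorescence polarization of the labelled Tn7 tracer.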
# PLC-beta3 inh – blocks human PLC-beta3 enzyme activity. Purified PLC-beta3, fluorogenic substrate, fluorescence. inhibition, % at 12.2 µM. 370,000 tested, 0.18% active; in the data active means inhibition above about 11%;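 further: 0% = median of compound wells on plate and 100% = full blocker control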
# Target sequence (Q01970 whole entry, looked up): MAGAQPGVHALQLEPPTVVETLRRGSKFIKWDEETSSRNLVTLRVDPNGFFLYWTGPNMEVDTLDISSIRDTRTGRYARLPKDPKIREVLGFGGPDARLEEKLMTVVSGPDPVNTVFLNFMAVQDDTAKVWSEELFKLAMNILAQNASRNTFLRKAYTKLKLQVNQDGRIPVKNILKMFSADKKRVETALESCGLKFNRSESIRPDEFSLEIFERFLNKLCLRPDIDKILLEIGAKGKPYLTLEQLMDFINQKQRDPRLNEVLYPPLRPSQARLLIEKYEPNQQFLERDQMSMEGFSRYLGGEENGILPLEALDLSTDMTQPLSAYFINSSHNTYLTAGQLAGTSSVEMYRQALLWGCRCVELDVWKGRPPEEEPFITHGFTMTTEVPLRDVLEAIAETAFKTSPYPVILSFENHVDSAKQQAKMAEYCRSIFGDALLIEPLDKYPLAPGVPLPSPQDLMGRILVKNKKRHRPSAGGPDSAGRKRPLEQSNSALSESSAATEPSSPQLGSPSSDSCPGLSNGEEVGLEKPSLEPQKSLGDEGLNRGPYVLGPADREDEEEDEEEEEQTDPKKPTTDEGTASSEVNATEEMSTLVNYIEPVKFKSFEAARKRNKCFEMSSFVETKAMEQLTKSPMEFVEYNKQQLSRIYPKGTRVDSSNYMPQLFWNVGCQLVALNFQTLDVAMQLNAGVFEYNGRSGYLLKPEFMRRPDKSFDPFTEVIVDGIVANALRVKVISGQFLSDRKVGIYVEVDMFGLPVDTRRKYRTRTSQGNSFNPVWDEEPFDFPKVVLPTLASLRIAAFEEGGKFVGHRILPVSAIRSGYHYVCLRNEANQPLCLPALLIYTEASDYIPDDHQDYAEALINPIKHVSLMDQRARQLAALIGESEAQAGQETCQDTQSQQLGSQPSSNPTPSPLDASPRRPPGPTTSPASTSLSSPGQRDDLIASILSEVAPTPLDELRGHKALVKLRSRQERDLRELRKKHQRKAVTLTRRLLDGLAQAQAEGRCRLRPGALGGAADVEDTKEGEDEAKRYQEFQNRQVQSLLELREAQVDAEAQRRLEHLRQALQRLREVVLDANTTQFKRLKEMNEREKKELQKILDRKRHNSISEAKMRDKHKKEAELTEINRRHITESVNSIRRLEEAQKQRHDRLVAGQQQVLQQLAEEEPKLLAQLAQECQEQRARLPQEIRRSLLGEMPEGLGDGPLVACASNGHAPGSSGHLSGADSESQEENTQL
# ARFGAP1 inh – rat ARFGAP1 inhibition; Q62848; Arfgap1-stimulated ARF1 GTP hydrolysis, GDP FP detection; inhibition, % at 16.5 µM; 360,000 tested, 0.26% active; AID 651572;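 active means inhibition above a per-plate limit, mean inhibition of low control wells plus 3 SD, cut at about 25% in these data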;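 further: 0% = DMSO wells with enzyme and 100% = wells lacking Arfgap1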
#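 system = rat Arfgap1 catalytic domain, aa 1-136 | technique = FP, GDP Alexa 633 tracer displaced from anti-GDP antibody, 620/688 nm | compound = one concentration, 16.5 µM, DMSO 1.26% | medium = HEPES-based buffer, pH 7.5 | timing = compound-enzyme preincubation 20 min, reaction 120 min, detection 60 min, 25 °C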
# MBD2 inh – MBD2-methylated oligo binding inhibition | TR-FRET, MBD2 binding to methylated oligonucleotide | inhibition, % at 4.4 µM | 370,000 tested, 0.31% active | AID 686964; in the data active means inhibition above about 13%
# PLC-gamma1 inh – inhibitors of human phospholipase C gamma1; 370,000 tested, 0.84% active; AID 720700; P19174; purified PLC-gamma1, fluorogenic substrate, fluorescence; inhibition, % at 12.2 µM; in the data active means inhibition above about 9.5%
# proKLK7 act – activators of human kallikrein-7 zymogen; purified proKLK7, EDANS-DABCYL substrate fluorescence; 100% is mature enzyme control, 0% vehicle; 370,000 tested, 0.9% active; P49862; activation, % at 7 µM;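 active means activation above the mean of all tested compounds plus 3 SD, computed per campaign excluding outliers beyond control limits, cut at about 13% in these data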
# Numbers without * were called inactive; i = inactive.
# The line under a structure holds: ASAP1 inh	Tn6 DDE FP	UHRF1 MBD2 ctr	ADAM17 inh	Tn7 DDE FP	PLC-beta3 inh	ARFGAP1 inh	MBD2 inh	PLC-gamma1 inh	proKLK7 act
1	COc1cccc(-c2nc(CS(=O)CC(=O)NC3CCCC3)c(C)o2)c1 (configuration not stated)
 : 1	-4	1	2	-7	1	-7	-3	2	0.9
2	Cc1cc(NC(c2cccnc2)c2ccc3cccnc3c2O)no1 (configuration not stated)
 : -2	-6	-7	1	4	-14	-3	-1	-17	0.2
3	O=C(CCN1CCCCC1)Nc1ccccc1
 : -5	-2	-1	-2	8	2	-4	1	-2	0.3
4	O=C(Nc1cccnc1)c1cc(-c2ccc3c(c2)OCO3)on1
 : -8	2	5	6	3	1	-6	-3	6	0.6
5	CC(C)Oc1ccc(NC(=O)CCC(=O)O)cc1
 : -12	5	-3	0	-2	-2	-4	-4	0	-0.1
6	O=S(=O)(c1ccc(NCc2ccc(F)cc2)nc1)N1CCCC1
 : -2	1	3	-7	1	-7	9	6	-1	-0.1
7	Cc1ccc(N2CC(C(=O)Nc3nccs3)CC2=O)cc1 (configuration not stated)
 : -7	1	0	-6	-4	-2	4	3	2	-0.8
8	CCC(=O)NN1CCN(c2ccncc2S(=O)(=O)N2CCCCC2)CC1
 : -18	13	-3	-2	2	-6	-6	2	3	-0.2
9	Cc1ccc(S(=O)(=O)NC(=O)NCC2CCN(S(=O)(=O)c3ccccc3)CC2)cc1
 : -2	-14	2	-3	0	-4	-4	1	2	-0.5
10	COc1ccc(C(=O)Nc2ccc(N3CCN(C(=O)c4ccccc4C)CC3)cc2)cc1
 : -16	-4	1	-3	1	-5	6	-1	0	0.0
11	Cn1c(O)c(N=NC(=O)CNC(=O)c2cccnc2)c2ccccc21
 : -5	-5	-2	-5	1	-6	-15	1	0	-0.4
12	NC(=O)COC(=O)c1ccccc1OCc1ccc(Cl)cc1
 : -7	0	-2	-2	-7	-4	6	0	1	-0.5
13	C[C@@H](C(=O)Nc1ccc2ccccc2c1)[C@@H]1C[C@@]1(C)[C@@H](NC(=O)c1ccccc1)c1ccccc1
 : 9	2	1	5	-6	-3	7	0	-2	-0.1
14	COc1ccccc1/C=C1\SC(=O)N(CCC(=O)NNC(=O)c2ccccc2Cl)C1=O
 : 10	3	0	-5	0	0	0	5	0	0.8
15	COc1ccc(C(=O)N2CCC(n3c(C)nc4cc(F)ccc43)CC2)cc1
 : -9	5	-1	0	4	4	-8	-2	2	0.4
16	CCOC(=O)C1CCCN(S(=O)(=O)c2cc3c(cc2Cl)NC(=O)CO3)C1 (configuration not stated)
 : -1	3	0	-2	5	-2	15	2	0	-0.5
17	CC(c1ccccc1)c1nnc(NC(=O)Nc2ccccc2)s1 (configuration not stated)
 : 0	-2	1	4	-1	-1	8	-1	1	0.7
18	CCn1c(NC(=O)C2CCCCC2)nc2ccccc21
 : 5	-5	-2	-3	1	-1	2	-3	0	-1.0
19	CN(Cc1ccccc1)c1oc(-c2ccco2)nc1C#N
 : 6	7	-4	-183	2	-47	9	3	-35	1.5
20	CS(=O)(=O)c1ccc(C(=O)Nc2ccc(S(=O)(=O)N3CCCCC3)cc2)cc1
 : -6	-8	-3	2	-3	-5	-9	-2	2	0.5
21	Cc1cccc(C(=O)NC(=S)Nc2ccc(S(=O)(=O)N3CCN(C)CC3)cc2)c1
 : -15	7	0	1	7	2	15	-5	1	0.1
22	Cc1ccc(CNC(=O)c2cc3c(=O)n(C)c4ccccc4c3n2C)o1
 : -14	4	-4	-5	-6	-1	-8	4	-1	-0.2
23	COCCN(C(=O)COC(=O)c1cnc(C)cn1)c1c(N)n(Cc2ccccc2)c(=O)[nH]c1=O
 : 12	1	-1	-6	2	-5	-8	1	1	0.1
24	CCOC(=O)C1CCN(C(=O)c2cccs2)CC1
 : -1	7	0	-1	9	1	1	1	0	0.2
25	CC(=O)Nc1cccc(C(=O)Nc2ccc(S(=O)(=O)N3CCCCC3)cc2)c1
 : -6	-2	1	-1	-7	-1	-2	-1	2	0.0
26	CC(c1ccccc1)n1c(-c2ccccc2F)n[nH]c1=S (configuration not stated)
 : 12	-2	5	5	-3	8	-13	0	9.9*	-0.4
27	CCCCn1c(N)c(N(CCOC)C(=O)c2ccc(N3C(=O)c4ccccc4C3=O)cc2)c(=O)[nH]c1=O
 : -16	-6	-1	-2	9	-5	-1	0	-4	0.0
28	COc1ccc(Cn2cnc3c(NS(C)(=O)=O)c(C)c(C)cc32)cc1
 : 5	5	3	-3	0	-1	0	1	0	0.4
29	COc1ccc(/C=C2\Oc3cc(OCC(N)=O)ccc3C2=O)cc1OC
 : 35*	-2	-2	-8	1	-491	32*	-5	-378	-18
30	CCOc1ccc(NC(=O)CSc2nc3cccnc3n2CC)cc1
 : 9	5	0	-3	7	-3	14	-1	-4	0.3
31	CCOC(=O)CSc1nc2ccc(N3CCOCC3)cc2c(=O)n1Cc1ccccc1
 : -10	-2	-2	-47	-7	i	10	-6	i	2.1
32	CC(=O)Nc1cccc2c1OCCO2
 : 2	-1	0	3	-4	1	2	-7	3	0.3
33	O=C(c1ccccc1)c1ccc(Cn2cc(CCCO)nn2)cc1
 : -10	-2	3	-2	4	2	6	0	1	-0.1
34	CCNC(=O)CSc1nc(-c2ccccc2)cs1
 : -5	4	1	-3	-2	-3	5	0	1	-0.1
35	Nc1nnc(Cc2c[nH]c3ccccc23)s1
 : -5	2	-1	0	4	-26	-10	-6	-21	-0.1
36	CCN=C(Nc1cccc(F)c1)SC1CC(=O)N(c2ccc(OC)cc2)C1=O (configuration not stated)
 : 1	-11	2	4	-8	0	-6	2	2	0.4
37	O=C(CNC(=O)C1CCCCC1)NC1=NCCS1
 : 1	2	6	3	-10	2	15	-3	6	-0.3
38	CCOC(=O)C1CCN(S(=O)(=O)c2c(Cl)ccc3nonc23)CC1
 : -8	3	0	-3	-9	-98	-6	-2	-61	0.1
39	COc1ccc(OCc2nnc(SCC(=O)N3C(C)CCCC3C)o2)cc1 (configuration not stated)
 : -1	-1	3	-3	3	-15	-2	7	0	0.0
40	N=C1/C(=C/c2cccn2Cc2ccc(F)cc2)C(=O)N=C2SC=CN12
 : 2	-11	3	-4	2	-22	-6	-6	-9	28*
41	C/C(=N\Nc1nc(N)cc(Cl)n1)c1cccc(N)c1
 : 6	-1	-3	0	3	-10	-8	4	-7	0.6
42	CCn1cc(/C=C(/C#N)S(=O)(=O)c2ccccc2)cn1
 : -1	-5	-3	-5	2	-5	-1	-2	-2	0.6
43	COc1ccc(C(=O)Nc2ccc(Cl)cc2C(=O)N2CCCC(C)C2)cc1OC (configuration not stated)
 : -6	-10	0	-1	3	2	-6	1	2	0.0
44	CN(C)c1ccc(NC(=O)COC(=O)CNC(=O)c2cccs2)cc1
 : -5	1	-2	3	-2	-1	-5	-3	2	-0.4

# Entries from the list above with a halogen, in the order listed:
# The line under a structure holds: ASAP1 inh	Tn6 DDE FP	UHRF1 MBD2 ctr	ADAM17 inh	Tn7 DDE FP	PLC-beta3 inh	ARFGAP1 inh	MBD2 inh	PLC-gamma1 inh	proKLK7 act
6	O=S(=O)(c1ccc(NCc2ccc(F)cc2)nc1)N1CCCC1
 : -2	1	3	-7	1	-7	9	6	-1	-0.1
12	NC(=O)COC(=O)c1ccccc1OCc1ccc(Cl)cc1
 : -7	0	-2	-2	-7	-4	6	0	1	-0.5
14	COc1ccccc1/C=C1\SC(=O)N(CCC(=O)NNC(=O)c2ccccc2Cl)C1=O
 : 10	3	0	-5	0	0	0	5	0	0.8
15	COc1ccc(C(=O)N2CCC(n3c(C)nc4cc(F)ccc43)CC2)cc1
 : -9	5	-1	0	4	4	-8	-2	2	0.4
16	CCOC(=O)C1CCCN(S(=O)(=O)c2cc3c(cc2Cl)NC(=O)CO3)C1 (configuration not stated)
 : -1	3	0	-2	5	-2	15	2	0	-0.5
26	CC(c1ccccc1)n1c(-c2ccccc2F)n[nH]c1=S (configuration not stated)
 : 12	-2	5	5	-3	8	-13	0	9.9*	-0.4
36	CCN=C(Nc1cccc(F)c1)SC1CC(=O)N(c2ccc(OC)cc2)C1=O (configuration not stated)
 : 1	-11	2	4	-8	0	-6	2	2	0.4
38	CCOC(=O)C1CCN(S(=O)(=O)c2c(Cl)ccc3nonc23)CC1
 : -8	3	0	-3	-9	-98	-6	-2	-61	0.1
40	N=C1/C(=C/c2cccn2Cc2ccc(F)cc2)C(=O)N=C2SC=CN12
 : 2	-11	3	-4	2	-22	-6	-6	-9	28*
41	C/C(=N\Nc1nc(N)cc(Cl)n1)c1cccc(N)c1
 : 6	-1	-3	0	3	-10	-8	4	-7	0.6
43	COc1ccc(C(=O)Nc2ccc(Cl)cc2C(=O)N2CCCC(C)C2)cc1OC (configuration not stated)
 : -6	-10	0	-1	3	2	-6	1	2	0.0
